Compound activity (PubChem)
AT treatment – qHTS Assay for Identifying a Potential Treatment of Ataxia-Telangiectasia; […] A-T fibroblasts, KAP-1 phosphorylation AlphaLISA; neocarzinostatin DNA damage 30 min before lysis; Potency, µM (highest dose often 57.5 µM), without a hit: at the highest dose activation, most hits filed as activators; 0.19% of 320,000 active; AID 485349, 2010; note: potency is the fitted concentration of half-maximal effect; % of control where 0% means no effect; nearly all actives have a fitted effect of over 45% in size
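hTERT-immortalized A-T patient fibroblasts ([…]), 500 cells/well in OPTI-MEM, 1% FBS, got compounds for 60 min, then NCS for 30 min at 37C. Lysates were then assayed for phospho-KAP-1 by AlphaLISA (anti-pKAP1 donor, anti-KAP1 acceptor beads), 6 hr at 25C.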
TCR act – Activators of T cell receptors: qHTS campaign; primary human leukocytes, anti-CD3, IL-2 HTRF, 48 h; Potency, µM (highest dose often 9.22 µM), for the others: at the highest dose activation of IL-2 secretion, most hits filed as activators; 330,000 tested, under 10 active; note: % of control where 0% means no effect
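Primary human leukocytes incubated 48 hr with anti-CD3 beads plus compound, without co-stimulation. Secreted IL-2 measured by HTRF (europium cryptate/d2 anti-IL-2 pair, 320 nm excitation, 665 nm emission).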
ASM inhibitor – Inhibitors of Secretory Acid Sphingomyelinase (S-ASM): qHTS | Sphingomyelin phosphodiesterase (Homo sapiens), P17405 | placental ASM, HMU-PC fluorogenic substrate, 60 min | Potency, µM (top dose mostly 57.5 µM), for the others: at the top dose activity change, negative = inhibition, hits mostly inhibitors | 0.006% of 340,000 active | AID 504937, 2011; note: potency is the fitted concentration of half-maximal effect
Target sequence (P17405 47-631 limits assumed): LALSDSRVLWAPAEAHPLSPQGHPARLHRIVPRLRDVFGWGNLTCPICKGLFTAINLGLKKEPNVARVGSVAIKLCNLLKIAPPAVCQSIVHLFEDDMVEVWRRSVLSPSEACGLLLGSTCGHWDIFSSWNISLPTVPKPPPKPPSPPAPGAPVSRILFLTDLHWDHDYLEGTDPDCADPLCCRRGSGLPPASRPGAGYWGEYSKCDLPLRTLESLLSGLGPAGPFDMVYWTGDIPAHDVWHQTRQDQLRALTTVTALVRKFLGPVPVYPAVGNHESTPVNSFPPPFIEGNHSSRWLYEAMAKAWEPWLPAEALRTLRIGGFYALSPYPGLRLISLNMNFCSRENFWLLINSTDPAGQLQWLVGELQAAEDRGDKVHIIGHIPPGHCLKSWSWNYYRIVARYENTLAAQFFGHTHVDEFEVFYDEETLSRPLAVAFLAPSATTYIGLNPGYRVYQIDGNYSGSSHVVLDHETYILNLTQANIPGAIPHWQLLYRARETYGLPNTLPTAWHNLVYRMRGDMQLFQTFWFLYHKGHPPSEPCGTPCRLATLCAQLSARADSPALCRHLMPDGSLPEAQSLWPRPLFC
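HMU-PC0 cleavage (9 uM final) by human placental ASM, 60 min at 37 °C following 10 min compound exposure at RT; stopped at pH 10, fluorescence Ex 386/Em 447 nm.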
Integrin act MD – qHTS for Activators of Integrin-Mediated Alleviation for Muscular Dystrophy. alpha7betagal myoblasts, beta-gal FDG fluorescence, 48 h. Potency, µM (doses to about 38.3 µM), inactives show top-dose activation, hits mostly activators. 0.064% of 350,000 active. AID 624291, 2012;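 note: potency is the fitted concentration of half-maximal effect; 100% = response of the positive control SU9516; nearly all actives have a fitted effect of over 60% in size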
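alpha7betagal+/- myoblasts (passage 13, 250/well) treated 48 h at 37C with compounds at 1:260 dilution of DMSO stock. Lysed, then beta-galactosidase activity read as FDG fluorescence (ex 480/em 540) after 30 min, with pre-read for autofluorescence.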
Menin MLL FP TR – qHTS Assay for Inhibitors Targeting the Menin-MLL Interaction in MLL Related Leukemias: Competition With Texas Red Labeled MLL-derived Mutant Peptide; Menin + Texas Red MLL mutant peptide, fluorescence polarization; O00255; Potency, µM (top dose mostly 61.6 µM), inactives show at the highest dose FP activity change, negative = inhibition, usual class: inhibitors; 0.23% of 270,000 active; active = well fitted inhibition curve with a large enough effect in the polarisation, with a control signal flat, not every such curve was filed as active; inconclusive = small, poorly fitted or top-dose-only effect, or effect the other way, or a change in a side signal; inactive = no such curve, though single readings can be large or run the other way; the % refers to the polarisation; note: potency is the fitted concentration of half-maximal effect; % of control where 0% means no effect; many of its hits are not listed in these tables
CXXC DNA block – qHTS Fluorescence Polarization Assay for Inhibitors of MLL CXXC domain - DNA interaction | Histone-lysine N-methyltransferase 2A (Homo sapiens), Q03164 | MLL-CXXC / FITC-HOXA9 DNA fluorescence polarization | Potency, µM (top dose mostly 115 µM), for inactives: at the highest dose activity change, negative = inhibition, hits mostly inhibitors | 0.037% of 290,000 active | AID 2662, 2010; active = well fitted inhibition curve with a large enough effect in the polarisation, with a control signal flat, not every such curve was filed as active; inconclusive = small, poorly fitted or top-dose-only effect, or effect the other way, or a change in a side signal; inactive = no such curve, though single readings can be large or run the other way; the % refers to the polarisation; note: potency is the fitted concentration of half-maximal effect
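Fluorescence polarization: 7 uM MLL-CXXC (stock) preincubated 5 min with compounds, then 50 nM fluorescein-HOX-A9 DNA (stock) added; 30 min ambient. Buffer 50 mM Tris-HCl pH 7.5, 50 mM NaCl, 1 mM DTT, 0.05% BSA.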
MBNL1-CUG inh – qHTS Assay for Inhibitors of MBNL1-poly(CUG) RNA binding | Potency, µM (series often up to 57.5 µM), for the others: top-dose activity change, negative = inhibition, actives largely listed as inhibitors | TR-FRET MBNL1-His/biotin-(CUG)12 binding, 665/545 ratio | 0.036% of 280,000 active; active = well fitted inhibition curve with a large enough effect in the signal ratio, with a control signal flat, not every such curve was filed as active; inconclusive = small, poorly fitted or top-dose-only effect, or effect the other way, or a change in a side signal; inactive = no such curve, though single readings can be large or run the other way; the % refers to the signal ratio; note: potency is the fitted concentration of half-maximal effect; % is set by controls: 0 for no effect and ±100 for the full control effect
Target sequence (Q9NR56 whole entry, looked up): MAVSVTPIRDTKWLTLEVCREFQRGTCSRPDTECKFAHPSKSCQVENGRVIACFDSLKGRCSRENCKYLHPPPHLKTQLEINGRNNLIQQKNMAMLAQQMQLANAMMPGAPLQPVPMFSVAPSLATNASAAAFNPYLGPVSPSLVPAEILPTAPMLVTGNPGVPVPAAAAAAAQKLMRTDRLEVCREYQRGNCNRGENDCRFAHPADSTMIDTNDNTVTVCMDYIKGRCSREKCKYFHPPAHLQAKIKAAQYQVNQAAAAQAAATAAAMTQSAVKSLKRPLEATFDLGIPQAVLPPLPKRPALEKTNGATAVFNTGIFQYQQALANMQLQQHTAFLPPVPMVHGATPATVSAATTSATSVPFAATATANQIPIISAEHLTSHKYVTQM
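TR-FRET readout: Ex 340 nm, 665/545 nm emission ratio, normalized to buffer-only (basal) and MBNL1-(CUG)12 controls. Complex of MBNL1-His with Biotin-(CUG)12, compounds 92 nM–58 uM, incubated 60 min at room temperature.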
Mito fusion yeast – qHTS Assay for Small Molecule Inhibitors of Mitochondrial Division or Activators of Mitochondrial Fusion; S. cerevisiae fusion-defective mutant growth rescue, CellTiterGlo 48 h; Potency, µM (series often up to 46.1 µM), without a hit: at the top dose growth rescue (activation), usual class: activators; 0.23% of 320,000 active; AID 485298, 2010;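 note: potency is the fitted concentration of half-maximal effect; % of control where 0% means no effect; nearly all actives have a fitted effect of over 45% in size; temperature-sensitive fusion mutants such as fzo1-1 at 37 °C on non-fermentable ethanol glycerol medium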
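Read-out: ATP-based luminescence (CellTiterGlo, 10 min ambient) reporting growth of fusion-defective ts yeast after 48 hours at 37C on glycerol/ethanol YPEG medium in the presence of compound.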
PTAP TSG101 blk – qHTS Assay for Iinhibitors of HIV-1 Budding by Blocking the Interaction of PTAP/TSG101. Tumor susceptibility gene 101 protein (Homo sapiens), Q99816. Fluorescence polarization, FITC-PTAP peptide / Tsg101 binding. Potency, µM (titrated, usually from 115 µM), inactives show top-dose activity change, negative = inhibition, usual class: inhibitors. 340,000 tested, under 10 active; active = well fitted inhibition curve with a large enough effect in the main read-out, with a control signal flat, not every such curve was filed as active; inconclusive = small, poorly fitted or top-dose-only effect, or effect the other way, or a change in a side signal; inactive = no such curve, though single readings can be large or run the other way; note: potency is the fitted concentration of half-maximal effect; % of control where 0% means no effect
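FP read-out: FITC-PTAP peptide, 50 nM final, binding Tsg101 binding domain, 10 uM final; 20 min, r.t.; 10 mM HEPES pH 7.5, 0.15 M NaCl, 0.01% Tween 20, 3 mM EDTA, 0.1 mM TCEP.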
TSHR antagonist – Antagonists of the Thyroid Stimulating Hormone Receptor: HTS campaign. Thyrotropin receptor (Homo sapiens), P16473. TSHR-expressing cells, TSH-stimulated cAMP HTRF, 2 h; active compounds read low. activity change, negative = inhibition, % at 11.5 µM. 0.2% of 330,000 active. AID 504810, 2011;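 active = activity change below a set negative limit, meaning inhibition stronger than a set level, cut at about -70% in these data; inconclusive = activity change between two set negative limits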; note: % is set by controls: 0 for no effect and ±100 for the full control effect
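TSHR-expressing cells, 200/well, pre-treated with compound, then stimulated with EC80 TSH (4nM final) for 2 hours at 37 deg C. cAMP measured by competitive HTRF: anti-cAMP cryptate antibody in lysis buffer plus cAMP-d2, read after 30 minutes at room temperature.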
Starred values were filed as active, the others as inactive; ? = inconclusive; / = not tested or not shown; [ ] = remark or other dose. Unless noted, calls come from the whole dose curve; as a rule, active = well fitted curve in the direction sought with a large enough effect; inconclusive = small, poorly fitted or top-dose-only effect, or another doubt; inactive = no such curve, though single readings can be large; an effect the other way counts as inactive or inconclusive. This is a subset, so the mix of outcomes need not match the whole.

SMILES	AT treatment	TCR act	ASM inhibitor	Integrin act MD	Menin MLL FP TR	CXXC DNA block	MBNL1-CUG inh	Mito fusion yeast	PTAP TSG101 blk	TSHR antagonist
O=C(Nc1ccc(F)cc1)C1CCN(S(=O)(=O)c2cccs2)CC1	24%	9%	3%	0%	-4%	-10%	-9%	6%	-1%	-26
CCOC(=O)c1[nH]c2ccc(OC)cc2c1NS(=O)(=O)c1ccc(OC)cc1OC	2%	0%	-1%	-23%	?	5%	9%	4%	-4%	-37
Cc1cc(C)c2c(N)c(C(=O)NN)sc2n1	18µM*	-4%	124%[activator]	-16%	/	18%	25%	0%	3%	-4
O=C(N/N=C/c1ccsc1)C1CC1	7%	-1%	-2%	8%	-7%	-4%	9%	-9%	0%	32
C/C(=N\Nc1cc(N2CCOCC2)ncn1)c1cccc([N+](=O)[O-])c1	-3%	1%	5%	11%	24%	-12%	4%	-5%	0%	1
N#Cc1ccc(OCC(=O)OCC(=O)NC2CC2)cc1	6%	4%	3%	-5%	/	/	/	/	-3%	/
O=C(COC(=O)c1cccc(Br)c1)Nc1cccc2c1C(=O)c1ccccc1C2=O	-6%	2%	1%	-28%	?	2%	?	1%	-1%	21
Cc1cccc(CN2C(=O)N/C(=C/c3cc(C)n(-c4cc(C)ccn4)c3C)C2=O)c1	-4%	4%	68%[activator]	20%	/	22%	18%	-4%	-3%	-4
COc1cc(NC(=S)NN2CCOCC2)cc(OC)c1	/	3%	5%	-15%	/	/	/	/	-1%	/
N#Cc1nc(-c2ccc(OCc3ccccc3)cc2)oc1NCCN1CCOCC1	-10%	/	/	/	6%	4%	4%	11%	/	-10
O=C(CNC(=O)c1ccco1)NCC(=O)OCc1ccccc1Cl	-5%	-1%	1%	?	-23%	4%	-1%	2%	-2%	-4
CC(C)Cc1nnc(NC(=O)CN2C(=O)NC3(CCCC3)C2=O)s1	3%	-1%	3%	7%	/	/	/	-4%	0%	-2
NS(=O)(=O)c1ccc(NC(=O)CSc2nnc(-c3cnccn3)n2-c2ccccc2)cc1	/	-1%	-1%	1%	2%	-1%	11%	0%	-1%	/
CCOP(=O)(OCC)C(C#N)=C1SCN(c2ccc(Cl)cc2)CS1	-5%	-7%	3%	-49%[inhibitor]	-7%	7%	1%	-2%	-5%	12
CC(=O)NC(CC(=O)Nc1ccc2c(c1)OCCO2)c1ccccc1 (stereo not drawn)	-1%	-1%	4%	?	4%	7%	2%	1%	-2%	9
CC(=O)Nc1ccc(S(=O)(=O)N2CCN(c3ccc(C)c(Cl)c3)CC2)cc1	?	0%	-12%	28%	0%	8%	-4%	-6%	-1%	-21
CCN(C(=S)NCc1ccccc1)c1ccccc1	7%	-1%	0%	42%	-1%	10%	/	4%	-9%	1
O=C(CSc1nc2ccc(Cl)cc2[nH]1)NCc1ccco1	1%	-1%	0%	22%	10%	3%	-9%	4%	1%	-12
O=c1cc(N2CCN(Cc3ccccc3)CC2)[nH]c(=O)n1-c1ccc(Br)cc1	-1%	2%	-1%	7%	2%	-2%	-14%	4%	-1%	16
COc1ccc(/C=N/N=C2/NC(=O)C(c3ccccc3)S2)c(OC)c1 (stereo not drawn)	-5%	-1%	-3%	-18%	?	3%	-1%	-2%	-4%	3
COC(=O)c1ccc(CNC(=O)c2ccc3oc(C(C)C)nc3c2)cc1	9%	-3%	/	-9%	/	-2%	-3%	1%	-4%	13
CCn1c(SCC(=O)NCC2CCCO2)nnc1-c1ccccc1 (stereo not drawn)	/	23%	0%	5%	-14%	-4%	-7%	3%	-2%	13
Cc1nc2nc(COc3ccccc3)[nH]n2c(=O)c1Cl	6%	-1%	4%	15%	-21%	14%	-4%	-3%	-2%	0
Cc1ccc(S(=O)(=O)N/N=C2/CCCCC2C2CCCCC2)cc1[N+](=O)[O-] (stereo not drawn)	-7%	-3%[46.1 µM]	-7%	2%	-10%	25%	4%	-2%	1%	5
COc1cccc(C(=O)N2CCC(C(=O)NCc3ccc(C)cc3)CC2)c1	4%	-5%	6%	15%	1%	-4%	-2%	8%	-1%	14
O=C1c2ccccc2-c2onc3c(N4CCN(CCO)CC4)cc(N4CCN(C(=O)c5ccco5)CC4)c1c23	-15%	-5%	-26%	-88%[inhibitor]	-3%	?	?	-14%	?	-9
COCCNC(=O)C(c1cccs1)N(CCc1ccccc1)C(=O)Cn1nnc2ccccc21 (stereo not drawn)	-3%	10%	3%	1%	19%	-6%	-2%	3%	-2%	7
Cn1c(=O)n(Cc2ccc(Cl)cc2)c2ccccc21	-8%	/	-2%	-25%	/	-9%	2%	7%	-5%	-6
CCN(CC)C(=O)CSc1nc2ncc(Br)cc2[nH]1	6%	0%	2%	-1%	2%	7%	8%	0%	-2%	-8
COc1cc2c(cc1OC)CN(CC(=O)Nc1ccc(Cl)c(S(=O)(=O)N(C)C)c1)CC2	16%	/	/	/	-4%	3%	1%	2%	/	-10
O=C1C(NS(=O)(=O)c2ccc(Cl)cc2)=C(N2CCCCC2)C(=O)c2ccccc21	-10%	1%[46.1 µM]	-14%	-24%	?	6%	?	8%	0%	19
OCC[C@@H]1C[C@H](O)[C@@H](O)[C@@]2(Cc3ccccc3CO2)O1	11%	4%	0%	20%	26%	9%	-1%	1%	-2%	-2
CSc1ccccc1NC(=O)COC(=O)CCC(=O)c1ccc(F)cc1	11%	1%	0%	-43%[inhibitor]	/	/	/	/	-1%	-2
NC(=O)CN1C(=O)C(O)(CC(=O)/C=C\C=C\c2ccccc2)c2ccccc21 (stereo not drawn)	-8%	7%[46.1 µM]	-8%	-20%	-8%	9%	/	-3%	0%	10
CC(C)=CCN1CCN(Cc2ccc3nsnc3c2)CC1CCO (stereo not drawn)	2%	6%	1%	-13%	0%	4%	?	-10%	0%	28
COCCN(CCOC)S(=O)(=O)c1ccc(C(=O)Nc2nc(-c3ccncc3)cs2)cc1	-7%	-21%	-2%	?	-13%	-3%	28%	1%	-7%	-1
CCCOC(=O)Nc1ccc(C(N)=O)cc1	0%	0%	1%	11%	6%	7%	-5%	0%	-3%	25
COc1ccc(O)c(C(=O)c2cc(C#N)c(=O)n(-c3ccc(Cl)cc3)c2)c1	-4%	1%	-8%	-27%	/	49%[activator]	?	7%	1%	-5
CCCOc1ccc(/C(O)=C2\C(=O)C(=O)N(CCCN(C)C)C23C(=O)N(C)c2ccccc23)cc1 (stereo not drawn)	9%	/	/	/	5%	19%	-4%	2%	/	16
O=c1c2ccccc2ncn1CCCCOc1ccc(Br)cc1	-3%	2%	-9%	0%	16%	-2%	-7%	7%	-1%	-3
CC(C)n1nc(C(=O)OCC(=O)NCCc2ccc(S(N)(=O)=O)cc2)c2ccccc2c1=O	/	1%	1%	18%	/	/	/	/	-10%	/
Cc1cccc(NS(=O)(=O)c2c(C)noc2C)c1	-3%	-1%	-1%	15%	-7%	-1%	-9%	0%	-1%	23
Cc1cc(=O)n2[nH]c(NCc3c(F)cccc3Cl)nc2n1	-1%	-10%	1%	-5%	-7%	-3%	-10%	-1%	-10%	8
Oc1ccc(Nc2nc(-c3ccc4ccccc4c3)cs2)cc1	-9%	/	/	/	?	-19%	6%	22%	/	-4
Cc1cccc(OCC(=O)NC(=S)Nc2ccccc2N2CCOCC2)c1	6%	0%[46.1 µM]	-2%	4%	-1%	-2%	-1%	-7%	-1%	0
Cc1nc([N+](=O)[O-])c(C(=O)OCc2ccccc2Br)n1C	-3%	9%	-3%	17%	-1%	144%[activator]	?	-3%	0%	24
CCCNC(=O)CCn1cc(-c2ccc(OC)cc2)nc1CCN	11%	-4%	0%	0%	/	/	/	-2%	-1%	-4
CCN(CC)c1ccc(N)cc1	-3%	-4%	-1%	/	/	/	/	-10%	-3%	-18
Cc1cccc(C)c1NC(=O)CSc1ccc([N+](=O)[O-])cn1	1%	4%[46.1 µM]	3%	-6%	-1%	-1%	?	-1%	2%	-2
CC(=O)c1cnc(-c2ccccc2Cl)s1	1%	-6%	0%	19%	11%	9%	?	-3%	-10%	3
